# STK33 inh – inhibitors of purified STK33 kinase, primary screen, biochemical, ADP-Glo luminescence, homogeneous, cell-free. inhibition, % at 10 µM. Serine/threonine-protein kinase 33 (Homo sapiens), Q9BYT3. 320,000 tested, 0.073% active. AID 2661, 2010. MBP phosphorylation;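 active = inhibition at or above 25%, using the most active replicate where run in duplicate; inactive = inhibition below 25%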
# Target sequence (Q9BYT3 whole entry, looked up): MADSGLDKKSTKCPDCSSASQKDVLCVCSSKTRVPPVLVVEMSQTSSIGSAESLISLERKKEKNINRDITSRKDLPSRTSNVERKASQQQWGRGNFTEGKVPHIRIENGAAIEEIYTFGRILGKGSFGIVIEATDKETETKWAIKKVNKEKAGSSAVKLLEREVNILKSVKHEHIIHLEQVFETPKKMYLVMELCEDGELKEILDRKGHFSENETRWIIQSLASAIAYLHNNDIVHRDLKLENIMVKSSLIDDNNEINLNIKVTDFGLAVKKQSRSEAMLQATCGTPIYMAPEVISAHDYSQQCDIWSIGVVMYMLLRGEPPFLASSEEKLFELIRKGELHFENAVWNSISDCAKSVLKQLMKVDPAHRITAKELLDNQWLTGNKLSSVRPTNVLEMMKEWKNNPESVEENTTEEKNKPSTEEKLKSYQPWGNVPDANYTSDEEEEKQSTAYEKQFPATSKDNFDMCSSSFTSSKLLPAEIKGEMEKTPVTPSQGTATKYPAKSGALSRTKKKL
# Kir21 inh – inhibitors of mouse Kir2.1 inward-rectifier potassium channel. Inward rectifier potassium channel 2 (Mus musculus), P35561. HEK293-Kir2.1, FluxOR thallium flux fluorescence; hits give low values. B-score at 10 µM. 310,000 tested, 0.85% active. AID 1672, 2009;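 active = fluorescence ratio B-score at or below minus 3 SD of library scores, with starting-brightness B-score within 2 SD, cut at about -4.2 in these data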;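 note: channel flux triggered by added potassium and thallium sulfate stimulus; B-score of peak minus minimum fluorescence over baseline after thallium stimulus; more negative B-score means stronger Kir2.1 block with less thallium influx; some compounds called inactive have numbers as strong as hits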
# Target sequence (P35561 whole entry, looked up): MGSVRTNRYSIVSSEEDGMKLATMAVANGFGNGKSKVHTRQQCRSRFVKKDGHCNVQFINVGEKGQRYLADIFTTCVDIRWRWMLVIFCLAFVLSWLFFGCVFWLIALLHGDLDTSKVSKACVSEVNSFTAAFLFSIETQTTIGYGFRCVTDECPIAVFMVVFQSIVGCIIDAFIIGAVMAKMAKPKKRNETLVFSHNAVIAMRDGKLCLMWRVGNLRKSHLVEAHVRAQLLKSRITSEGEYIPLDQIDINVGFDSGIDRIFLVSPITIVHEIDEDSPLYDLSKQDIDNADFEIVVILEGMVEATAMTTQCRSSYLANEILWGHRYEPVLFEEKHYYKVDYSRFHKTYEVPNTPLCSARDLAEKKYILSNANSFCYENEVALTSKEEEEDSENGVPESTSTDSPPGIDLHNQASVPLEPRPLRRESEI
# An asterisk follows results filed as active; · = not tested or not shown.
canonical_smiles | STK33 inh | Kir21 inh
COc1cc(NS(=O)(=O)c2ccc(NC(=O)COc3cccc(C)c3)cc2)nc(OC)n1 | -1.3 | -0.18
NS(=O)(=O)c1ccc(CCNC(=O)CCCn2ncn3c(cc4occc43)c2=O)cc1 | -1.1 | -0.36
Cc1onc(-c2ccccc2)c1C(=O)N1CCN(c2ncccc2C(F)(F)F)CC1 | 0.2 | -1.31
O=C(Cn1nc(C(F)F)cc1C1CC1)N1CCCC1 | 0.0 | 0.09
CC(C)Cc1ccc(C(C)C(=O)Nc2ncccn2)cc1 (stereo not given) | -0.9 | 1.58
CC(=O)Oc1ccc2ccccc2c1C(NC(=O)Cc1ccccc1)c1ccc(Cl)cc1 (stereo not given) | 0.0 | 0.68
O=C(NC1CCN(c2ncccn2)CC1)c1cccc(F)c1 | -0.3 | -1.2
CCOC(=O)C1CCN(S(=O)(=O)c2ccc(-c3ccc(=O)[nH]n3)o2)CC1 | -0.9 | -0.24
CC(CC(=O)Nc1ncc([N+](=O)[O-])s1)c1ccccc1 (stereo not given) | -2.4 | -0.02
Cc1cc(Nc2nn(C)c(N)c2C#N)ccc1F | 1.5 | 0.78
O=C(c1ccccc1)c1nc[nH]c1C(=O)Nc1ccccc1 | -1.0 | 0.01
CCCC(C)C(=O)Nc1ncc(S(=O)(=O)c2ccc([N+](=O)[O-])cc2)s1 (stereo not given) | -0.5 | -0.12
O=C(Nc1cccc2nsnc12)C1CC(=O)N(c2ccccc2)C1 (stereo not given) | 0.1 | 0.95
CCCOc1ccc2nc(C)c(CCC)c(SC(=N)N)c2c1 | 0.2 | 0.32
Cc1ccc(S(=O)(=O)NC2=NCN(C3CCN(Cc4ccccc4)CC3)CN2)cc1 | -0.5 | -2.65
CC(=O)c1cc2c(cc1NC(=O)CN1Cc3ccccc3C1=O)OCO2 | 0.2 | 1.93
Cc1ccc(C(=O)NC2CCN(Cc3ccccc3)CC2)cc1S(=O)(=O)N1CCOCC1 | -2.1 | -1.19
COc1cccc(CN(C)C(=O)CCNC(=O)c2ccco2)c1 | -0.5 | ·
CCOC(=O)c1c(C)[nH]c(C(=O)COC(=O)c2ccc(O)cc2)c1C | · | -0.24
CCCCN=C(C)c1c(O)c2ccccc2oc1=O | 1.8 | -1.99
CCO[C@@H]1OC(C(=O)NCc2ccccc2)=C[C@H](c2coc3ccccc3c2=O)[C@H]1CCCO | 1.2 | 1.7
CCS(=O)(=O)N1CCC(C(=O)NCc2ccc(F)cc2)CC1 | -0.6 | 1.39
Cc1cc(C)cc(N(CC(=O)Nc2ccccc2C(=O)N2CCOCC2)S(C)(=O)=O)c1 | -1.2 | 0.37
NC(=O)c1ccc(NC(=O)CSc2nnc(-c3ccc4c(c3)OCO4)o2)cc1 | -1.5 | ·
CCC(C)NC(=O)c1ccc(CSCc2cccc(F)c2)o1 (stereo not given) | 0.1 | -1.68
COc1cc(OC)cc(-c2c(C#Cc3ccsc3)c3cc(-c4cnc(OC)nc4)ccc3n2C)c1 | 0.5 | ·
O=C1CSC(=S)N1c1cccc(Cl)c1 | 0.1 | 0.05
O=c1[nH]c2cc3c(cc2cc1C(c1nnnn1Cc1ccccc1)N1CCCc2ccccc21)OCO3 (stereo not given) | -1.0 | 1.73
Cc1cccc(N2C(=O)C(O)=C(C(=O)c3cccs3)C2c2ccc(Cl)cc2)n1 (stereo not given) | -0.9 | 0.28
Cc1ccc(NC(=O)c2cc(C)on2)cc1 | -1.3 | -1.63

# Record cards (already shown). Values in the order: STK33 inh | Kir21 inh
# Record of Cc1ccc(C(=O)NC2CCN(Cc3ccccc3)CC2)cc1S(=O)(=O)N1CCOCC1 → -2.1 | -1.19
# Record of NC(=O)c1ccc(NC(=O)CSc2nnc(-c3ccc4c(c3)OCO4)o2)cc1 → -1.5 | ·
# Record of CCS(=O)(=O)N1CCC(C(=O)NCc2ccc(F)cc2)CC1 → -0.6 | 1.39
# Record of CCCCN=C(C)c1c(O)c2ccccc2oc1=O → 1.8 | -1.99
# Record of CCOC(=O)c1c(C)[nH]c(C(=O)COC(=O)c2ccc(O)cc2)c1C → · | -0.24

# Carrying on.
canonical_smiles | STK33 inh | Kir21 inh
COc1ccc(C(=O)Oc2cc(N)n(S(=O)(=O)c3ccccc3)n2)cc1 | 0.6 | 0.2
COc1ccc(-c2cc(-n3c(C(F)(F)F)nc4ccccc43)n(CCC#N)n2)cc1 | 0.6 | 0.84
CN1CCC(NC(=O)Nc2cccc(C(F)(F)F)c2)CC1 | -2.7 | -1.22
COc1cc(OC)c(OC)cc1/C=N/n1c(C)nc2ccccc2c1=O | 0.3 | -1.68
Cc1nc2ccc(-c3nc4ccccc4[nH]3)cc2[nH]1 | 3.3 | 1.38
Cc1nc2ccccc2cc1C(=O)N/N=C/c1cccs1 | -1.4 | -1.07
COc1cc(OC)cc(C(=O)N/N=C2/SCC(=O)N2Cc2ccco2)c1 | -0.4 | -1.59
C=CCN(c1ccccc1)S(=O)(=O)c1cccc(C(=O)NNC(=O)c2ccncc2)c1 | · | 1.62
COc1ccc(C(=O)C[n+]2cccc(C)c2)cc1 | -1.4 | 1.76
O=C(Nc1ccc(O)c2c(=O)cc(-c3ccccc3Cl)oc12)c1cccc(Cl)c1 | 1.7 | 1.44
O=C(COC(=O)Cn1cnc2ccccc21)NCCc1ccccc1 | 8.0 | -0.04
Cc1ccc(-c2ccc(SCC(=O)NC3CCCC3)nn2)cc1 | 1.6 | 0.98
O=C(CSc1nnc(Nc2ccccc2)s1)Nc1cccc(S(=O)(=O)N2CCCCC2)c1 | -1.4 | -0.27
COc1ccc(N2CCN(C(=O)COC(=O)c3cccc(S(=O)(=O)Nc4ccccc4OC)c3)CC2)cc1 | -1.4 | 0.61
CCCS(=O)(=O)N1CCN(c2ccccc2F)CC1 | 0.0 | 0.56
CC(C)NC(=O)CN1C(=O)C(=O)c2ccccc21 | -0.6 | 0.07
CCN(CC)c1cccc(OCC(=O)N(C)CCC#N)c1 | 1.9 | -0.25
COc1ccc([N+](=O)[O-])cc1/C=N/NC(=O)Cc1ccccc1 | -1.6 | 0.01
Cc1ccc(C(=O)NCC(=O)Nc2ncccc2C)s1 | -0.7 | -0.05
Cc1ccc(NC(=O)COC(=O)CCCC2=NS(=O)(=O)c3ccccc3N2)cc1C | -2.8 | 1.49
Cc1[nH]n(-c2nc(-c3cccc([N+](=O)[O-])c3)cs2)c(=O)c1C | 0.9 | -0.61
C#CCN1C(=O)C(O)(CC(=O)/C=C/C=C/c2ccccc2)c2ccccc21 (stereo not given) | 1.1 | -0.83
CC1CC1C(=O)OCC(=O)NC(=O)c1ccc(C(C)(C)C)cc1 (stereo not given) | -0.6 | ·
Cc1ccc(Oc2nc(C(F)(F)F)nc3ccccc23)cc1 | -0.2 | -0.67
Cc1nc(-c2nc(CC(=O)NNC(=O)c3ccc(Cl)cc3)cs2)cs1 | -0.3 | 0.6
COc1cccc(CN2CC(C(=O)N3CCN(C(C)C)CC3)CCC2=O)c1 (stereo not given) | -0.2 | 0.68
O=C(CN1CCN(c2ccccc2F)CC1)c1ccc2c(c1)OCO2 | 2.1 | -0.05
Cc1noc(C)c1S(=O)(=O)N1CCC(C(=O)Nc2ccccn2)CC1 | -0.2 | 3.48
O=[N+]([O-])c1cc([N+](=O)[O-])c(Oc2ccc(Cl)c3cccnc23)cc1NN1CCCCC1 | -0.5 | 1.58
Nc1ccc(NC2C[C@@H](C(=O)O)NC2=O)cc1 (stereo not given in full) | -1.5 | -0.02
COc1cc(C2/C(=C(\O)c3ccc4c(c3)CC(C)O4)C(=O)C(=O)N2CCN2CCOCC2)cc(OC)c1OC (stereo not given) | 0.5 | 0.79
COc1ccccc1/C=C/C(=O)NC1CC2CCC1C2 (stereo not given) | -0.5 | -0.64
C#CCOCCOCCOCCNc1nc(N2CCOCC2)nc(N2CCN(C(=O)[C@H](Cc3cc4ccccc4[nH]3)n3cc([C@@H](N)Cc4ccc(O)cc4)nn3)CC2)n1 | -2.1 | 0.3
CC1CCCCN1C(=O)CSc1nc(-c2ccccc2)cn1N (stereo not given) | -1.7 | -0.68
CCOC(=O)Nc1ccc2c(CN3CCN(S(=O)(=O)c4ccccc4)CC3)cc(=O)oc2c1 | -3.1 | -0.06
COC(=O)N1C/C=C\C(c2ccc(OC)cc2)N(Cc2ccc(F)cc2)C(=O)C1 (stereo not given) | -0.7 | 0.25
O=C(OCc1cnc(Cl)s1)c1cccs1 | -0.6 | 0.84
COc1ccccc1OCCOCCOc1c(C)cc(C)cc1Br | -0.6 | 1.61
CN(CC(=O)NCC(=O)Nc1ccc(F)c(F)c1F)C1CCS(=O)(=O)C1 (stereo not given) | 0.6 | ·
CCCCNS(=O)(=O)c1ccc(S(=O)(=O)n2cnc3ccccc32)cc1 | -0.1 | ·
Cc1cccc(-n2c(N)c(-c3nc4ccccc4n3C)c3nc4ccccc4nc32)c1 | -0.4 | -0.09
CCOC(=O)C1CCN(c2ncnc3c2[nH]c2cccc(OC)c23)CC1 | -1.0 | 2.37
CC(C)Sc1ncc(S(=O)(=O)c2ccccc2)c(=O)[nH]1 | -0.9 | 2.68
NS(=O)(=O)c1ccc(N=NN2CCCCC2)cc1 | 0.8 | 0.08
Cc1ccc(C(=O)C(OC(=O)c2c(C)cc(=O)oc2C)c2ccccc2)cc1 (stereo not given) | 0.0 | 0.43
Cc1cc([N+](=O)[O-])cc2c1-c1ncccc1C2=Nc1ccccc1 | -3.3 | 0.21
CCOC(=O)C1CCN(C(=O)CCc2nnc3ccc(NCc4ccco4)nn23)CC1 | -0.1 | 0.68
COCC(C)Nc1nc(C)c(C(C)=O)s1 (stereo not given) | -0.8 | 0.5
CN(Cc1c(C(=O)N/N=C/c2ccc(O)cc2)nnn1-c1nonc1N)C1CCCCC1 | -0.9 | -0.03
Cc1cccc(OCc2nnc3n2CCCCC3)c1 | 0.4 | -0.93
O=C(CN(C(=O)CCC(=O)Nc1ccccn1)C1CCCC1)NCc1ccc(F)cc1 | -2.8 | 0.48
COC(=O)C1C(O)=C(C(C)=N)C(=O)CC1(C)C (stereo not given) | -0.1 | -0.01
CCOC(=O)Cc1csc(NC(=O)CSc2cc(Cl)ccc2Cl)n1 | -2.5 | -0.05
COc1ccc(S(=O)(=O)Nc2ccc(NC(C)=O)cc2)cc1Br | 0.5 | 0.08
Cc1ccc2[nH]c(C(=O)NN=C3CCCCC3)c(-c3ccccc3)c2c1 | 0.6 | -0.02
COc1ccc(CCN(C)C(=O)c2cc(S(=O)(=O)NCc3ccccc3)ccc2C)cc1OC | -0.7 | 0.03
O=C(Nc1cccc(S(=O)(=O)N2CCCCCC2)c1)c1cc(=O)c2ccccc2o1 | -0.2 | 0.11
COc1ccc(OC(=O)/C=C/c2ccc([N+](=O)[O-])cc2)cc1 | -0.6 | -0.87
COc1ccccc1NC(=O)NC1(C)CCS(=O)(=O)C1 (stereo not given) | · | -0.81
O=C(NC(=S)NCC1CCCO1)c1ccc(Cl)cc1Cl (stereo not given) | -0.7 | -0.61

# Additional entries follow:
canonical_smiles | STK33 inh | Kir21 inh
COC(=O)c1cc(S(=O)(=O)N2CCN(c3cccc(OC)c3)CC2)cn1C | 0.3 | -0.73
Cc1noc(C)c1COc1ccccc1C(=O)NC(C)c1ccc(Cl)cc1 (stereo not given) | 0.3 | ·
CC(=O)N(Cc1cccs1)Cc1cc2cc(C)c(C)cc2nc1Cl | -1.0 | -0.26
Cc1ccc(S(=O)(=O)n2ccc(-c3cccc(OCc4c(F)cccc4Cl)c3)n2)cc1 | 1.6 | 0
CCOC(=O)c1c(NC(N)=O)sc(C)c1C | 1.4 | -0.8
COc1cc(/C=N/NC(=O)c2ccncc2)cc2c1OCO2 | -0.2 | 1.93
CCOC(=O)CCCNC(=O)CN1CCC(c2nc3ccccc3s2)CC1 | -0.4 | 1.95
COc1cccc(C(=O)NCC(c2ccco2)N2CCOCC2)c1 (stereo not given) | 0.5 | 2.23
CC(C)Cc1cc(C(=O)Nc2sc3c(c2C#N)CCC3)no1 | -0.3 | 0.93
CC(C)(C)Nc1nc(OCC#N)nc(N2CCCCC2)n1 | 0.2 | -0.76
O=C(CSc1nncn1-c1cccnc1)Nc1cccc([N+](=O)[O-])c1 | 0.3 | 1.02
O=C(/C=C/NCc1cccnc1)C(F)(F)C(F)(F)F | -1.2 | -2.26
S=c1[nH]nc(-c2cc(-c3ccccc3)n[nH]2)n1/N=C/C=C/c1ccccc1 | 0.7 | 0.08
COc1ccc(CNCCCC(=O)Nc2c(Cl)ccc(C)c2Cl)cc1OC | -0.4 | -0.66
CCc1c(C)nc(N)c(C#N)c1-c1ccccc1 | -2.3 | -0.29

# Continued; it opens with the 4 that closed the last part.
canonical_smiles | STK33 inh | Kir21 inh
O=C(/C=C/NCc1cccnc1)C(F)(F)C(F)(F)F | -1.2 | -2.26
S=c1[nH]nc(-c2cc(-c3ccccc3)n[nH]2)n1/N=C/C=C/c1ccccc1 | 0.7 | 0.08
COc1ccc(CNCCCC(=O)Nc2c(Cl)ccc(C)c2Cl)cc1OC | -0.4 | -0.66
CCc1c(C)nc(N)c(C#N)c1-c1ccccc1 | -2.3 | -0.29
CSc1ccccc1NC(=O)Nc1ccc(Cl)cc1 | -0.1 | 1.7
COc1ccc(NC(=O)CN2CCN(c3ccc(F)cc3)CC2)cc1Cl | -1.2 | -0.79
CC(C)[C@H]1COCCS(=O)(=O)N1Cc1ccccc1 | 0.5 | 0.01
CS(=O)(=O)N1N=C(c2ccc(Cl)cc2)CC1c1cccs1 (stereo not given) | 0.8 | 1.58
C/C(Cn1nnc([N+](=O)[O-])n1)=N\NC(=O)c1ccc(O)cc1 | 1.8 | -0.33
O=C(c1nc2ccccc2s1)N1CCSCC1 | -1.9 | -0.38
COc1ccc(F)cc1S(=O)(=O)NC1CCCC1 | -1.2 | 0.24
CCn1c(-c2csc3ccccc23)n[nH]c1=S | -1.6 | 0.14

# Screening data from PubChem.
